S3 lipid droplet: qHTS Assay for Lipid Storage Modulators in Drosophila S3 Cells. Drosophila S3 cells, BODIPY lipid droplet fluorescence, 18-24 h; cells fed with added oleic acid. Potency in µM for hits, for the others lipid storage change, negative = inhibition, % at the top dose, mostly 46.1 µM. 320,000 compounds, 0.64% hits. AID 2685, 2010; active means well fitted inhibition curve with a large enough effect in the signal ratio, with a control signal flat, not every such curve was filed as active; inconclusive means small, poorly fitted or top-dose-only effect, or effect the other way, or a change in a side signal; the % refers to the signal ratio
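Drosophila S3 cells loaded with oleic acid (400 uM, as added) and compounds at several concentrations; lipid droplets imaged by 488-nm laser-scanning cytometry, 500–530 nm intensity and object ratio to cell channel. Percent activity normalized to 20 uM Triacsin C.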
S3 lipid droplet cell count max: second read-out of S3 lipid droplet, no call of its own (marks repeat the call); cell number change, %; measured here: cell count max response;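 cells counted by Cell Tracker Red CMTPX staining in the red channel; peak over a dose series mostly up to 46.1 µM; percent activity relative to internal control wells on each plate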
The depositor's hits bear a star; i = inactive; ? = inconclusive; / = not tested or not shown. On the % scale 0 is the no-effect control and ±100 the full control effect; potency means the concentration at half of the fitted maximal effect. A portion of the library; the hit share may differ from the screen's.

SMILES	S3 lipid droplet	S3 lipid droplet cell count max
Cc1c(Cc2ccccc2)c(=O)oc2c(C)c(OCC(=O)NCc3ccccn3)ccc12	?	/
Cc1cc(C)cc(NS(=O)(=O)c2csc(C(N)=O)c2)c1	2%	-21
O=C(O)/C=C/c1ccc2noc(-c3ccccc3)c2c1	12%	3
COc1ccc(C2CC(=O)Nc3cc(OC)c(OC)cc32)cc1Br (centres undefined)	7%	-22
O=C1c2cccnc2Nc2ccccc2N1CCCF	-26%	-9
COc1cccc2cc(C(=O)Nc3ccccc3C)/c(=N/NS(=O)(=O)c3ccccc3)oc12	i	-1
Cc1cc(NC(=O)C(C)C)ncc1NC(=O)c1ccccn1	?	/
Cc1ccc(NC(=O)OCCNC(=O)OC(C)C)cc1	-3%	-7
CN1C(=O)C2(NC(=O)c3ccccc3N2C)c2ccccc21 (centres undefined)	-7%	-10
Cc1ccc(OCCC(=O)OCC(=O)N2CCN(S(=O)(=O)c3ccc(C)cc3C)CC2)cc1	?	/
COc1ccc(/C=N/NC(=O)c2ccc(-n3cnnn3)cc2)cc1	?	/
COc1ccc(-n2nc3cc(C)c(NC(=O)c4cccnc4)cc3n2)cc1	?	/
Cc1ccccc1C(=O)NNC(=O)C12CC3CC(CC(C3)C1)C2	-18%	3
COc1ccc(N2C(=O)c3ccc(NC(C)=O)cc3C2=O)cc1	8%	-3
Cc1ccc(-n2c(-c3ccccc3)n[nH]c2=S)c(C)c1	?	/
C=CCn1c(SCC(=O)N(CCOC)c2c(N)n(CCCC)c(=O)[nH]c2=O)nnc1-c1ccc(Cl)cc1	23%	15
COc1cccc(NC(=S)N(Cc2cccc(Br)c2)CC2CCC(C(=O)O)CC2)c1 (centres undefined)	5%	-6
COc1ccc(/C=C2/SC(=S)N(CCCC(=O)Nc3ccc(O)cc3)C2=O)cc1	?	/
O=C(CSc1nnc(CNC(=O)c2ccc(F)cc2)o1)NCc1ccc2c(c1)OCO2	?	/
COc1ccc(N(CC(=O)NCc2ccncc2)S(=O)(=O)c2ccccc2[N+](=O)[O-])c(OC)c1	13%	2
COc1cc(/C=C(/NC(=O)c2ccccc2)C(=O)Nc2cccc(O)c2)c([N+](=O)[O-])cc1OC	5%	15
COc1ccc(C(CNC(=O)c2oc3c(Cl)cccc3c2C)N2CCCC2)cc1 (centres undefined)	?	/
Cc1cc(C)c2ccc(=S)[nH]c2n1	?	/
C/C(CCN1CCc2nc(-c3ccccc3)c(-c3ccccc3)cc2C1)=N\O[C@@H](C)c1cc(-c2c(C)cc(C)cc2C)no1	?	/
CC(=O)c1c(N2CCOCC2)nc(=O)n(-c2ccccc2)c1C	?	/

(listing goes on)
SMILES	S3 lipid droplet	S3 lipid droplet cell count max
O=C(NCC1CCCO1)C1CCN(C2CCN(C3CCCCCC3)CC2)CC1 (centres undefined)	i	5
COc1ccc(Cl)cc1NC(=O)CN(C)CC(=O)Nc1ccc(Br)cc1	-1%	10
CCCCOCCCNC(=O)c1cccs1	?	/
O=[N+]([O-])c1ccc(COc2ncnc3ccccc23)cc1	?	/
COc1ccc(/C=N/NS(=O)(=O)c2ccc(C)cc2)cc1	?	/
O=S(=O)(c1ccc(Br)s1)N1CCc2ccccc2C1	-3%	7
O=C(O)c1ccc(Nc2nc(-c3cccnc3)nc3ccccc23)cc1	1%	3
CCOC(=O)c1ccc(NC(=O)CCc2nnc3ccc(N4CCCC4)nn23)cc1	?	/
CC1(C)CC(=O)C(C=Nc2ccc3c(c2)OCO3)=C(O)C1	5%	19
Cc1cnc(C(=O)Nc2ccc(N3CCCCC3)cc2)cn1	-5%	2
CNC(=O)N/N=C(\N)c1ccccn1	?	/
Cc1csc(NC(=O)CN2CCCCCC2)n1	-1%	-15
COc1ccc(NC(=O)CCNC(=O)c2ccco2)cc1S(=O)(=O)N(C)C	?	/
CC(=O)c1c(C)[nH]c(C(=O)Nc2nccs2)c1C	-1%	5
O=C(Nc1ccc2c(c1)CCC2)Nc1ccccc1Cl	i	25
CC(C)Cn1c(SC(C)C(=O)Nc2ccc(N3CCOCC3)cc2)nc2ccccc21 (centres undefined)	15%	15
O=C(CN(Cc1ccc(F)cc1)C(=O)c1csnn1)NC1CCCC1	i	10
CCOC(=O)CN(C(=O)CNC(=O)c1cccs1)C(C(=O)NC1CCCCC1)c1cccnc1 (centres undefined)	9%	5
Cc1ccc(-c2csc(NC(=S)NC(=O)c3cccs3)n2)cc1	?	/
COc1cc(CCCN2C(=O)C(=O)NC[C@@H]2C(C)O)cc(OC)c1OC (some centres undefined)	i	19
CCCNc1nc(OCC(F)(F)F)nc(OCC(F)(F)F)n1	i	24
CC1=CCC2([N+](=O)[O-])CN(CC(=O)O)CC1([N+](=O)[O-])C2 (centres undefined)	-6%	6
CC(=O)c1ccc(OCCCC(=O)Nc2cccc(S(=O)(=O)N(C)C)c2)cc1	3%	1
NC(=O)CNC1CC(=O)N(CCc2ccccc2)C1=O (centres undefined)	?	/
O=C(NC1CCCc2ccccc21)c1ccc(Br)cc1 (centres undefined)	1%	-6

Following part:
SMILES	S3 lipid droplet	S3 lipid droplet cell count max
Cc1ccc(S(=O)(=O)N2CCCN(c3nc4cc(C)ccc4cc3C#N)CC2)cc1	5%	19
O=[N+]([O-])c1cccc(C2CC(c3ccccc3)=NN2c2ccccc2)c1 (centres undefined)	?	/
c1ccc(-n2cnc3cc(NCc4cccs4)ccc32)cc1	?	/
CCOCC(=O)Nc1cccc(OC)c1	4%	5
CCO[C@H]1OC(C(=O)N2CCN(C)CC2)=C[C@@H](c2csc3ccccc23)[C@@H]1CCCO	-14%	-12
Cc1ccc(S(=O)(=O)NN=C2CCN(Cc3ccccc3)CC2)cc1	-2%	-13
O=C(NCCc1ccco1)C(=O)NCCC1CCCCN1S(=O)(=O)c1ccccc1 (centres undefined)	?	/
CCc1ccc(Nc2n[n+](C)c(-c3ccc(C(=O)O)cc3)s2)cc1	?	/
CCOC(=O)c1c(NC(=O)CSc2nnc(C)o2)sc(C)c1C	?	/
COc1ccc(CNC(=O)C2(CC(=O)NC(C)(C)C)CCCC2)cc1	-1%	14
CCN(CC)c1ccc2oc(=O)c(C)nc2c1	i	/
CCOc1nc(NC(=O)NS(=O)(=O)c2ccccc2F)nc(-c2ccccc2)n1	0%	24
CCN(CC(=O)Nc1c(F)cccc1F)C(=O)/C=C/c1ccc(C)o1	?	/
COCC(=O)Nc1cc(=O)n(C)c(=O)n1C	i	/
COC(=O)c1ccc(/C=C2/SC(=S)N(CCC(=O)NCCCN3CCOCC3)C2=O)cc1	?	/
O=C(CN1CCN(c2ccccc2O)CC1)Nc1ccc2c(c1)OCCCO2	?	/
O=C(Oc1ccccc1C(=O)Oc1ccccc1)c1cccnc1	-13%	11
COc1ccc(C2NC(c3ccc(OC)cc3)C(c3ccccc3)C(=O)C2c2ccccc2)cc1 (centres undefined)	19%	4
CCc1nc(NC(=O)c2sc(C)nc2C)sc1C(=O)OC	i	-9
Cc1ccc(N(CC(=O)Nc2c(C)n(C)n(-c3ccccc3)c2=O)S(C)(=O)=O)cc1C	-1%	19
N#C/C(=N\Nc1ccc(Cl)cc1)C(=O)c1ccsc1	?	/
CCCCN(C(=O)CCC(=O)Nc1cc(C)on1)C(C(=O)NC1CCCC1)c1ccc(F)cc1 (centres undefined)	i	-4

30 entries already listed, ordered by molar mass, lowest first.
SMILES	S3 lipid droplet	S3 lipid droplet cell count max
Cc1cc(C)c2ccc(=S)[nH]c2n1	?	/
CNC(=O)N/N=C(\N)c1ccccn1	?	/
NC(=O)CNC1CC(=O)N(CCc2ccccc2)C1=O (centres undefined)	?	/
O=[N+]([O-])c1ccc(COc2ncnc3ccccc23)cc1	?	/
O=C(Nc1ccc2c(c1)CCC2)Nc1ccccc1Cl	i	25
Cc1cnc(C(=O)Nc2ccc(N3CCCCC3)cc2)cn1	-5%	2
Cc1cc(NC(=O)C(C)C)ncc1NC(=O)c1ccccn1	?	/
COc1ccc(/C=N/NS(=O)(=O)c2ccc(C)cc2)cc1	?	/
Cc1ccccc1C(=O)NNC(=O)C12CC3CC(CC(C3)C1)C2	-18%	3
CC(=O)c1c(N2CCOCC2)nc(=O)n(-c2ccccc2)c1C	?	/
COc1ccc(/C=N/NC(=O)c2ccc(-n3cnnn3)cc2)cc1	?	/
CCc1nc(NC(=O)c2sc(C)nc2C)sc1C(=O)OC	i	-9
O=C(O)c1ccc(Nc2nc(-c3cccnc3)nc3ccccc23)cc1	1%	3
O=[N+]([O-])c1cccc(C2CC(c3ccccc3)=NN2c2ccccc2)c1 (centres undefined)	?	/
CCN(CC(=O)Nc1c(F)cccc1F)C(=O)/C=C/c1ccc(C)o1	?	/
CCOC(=O)c1c(NC(=O)CSc2nnc(C)o2)sc(C)c1C	?	/
Cc1ccc(S(=O)(=O)NN=C2CCN(Cc3ccccc3)CC2)cc1	-2%	-13
O=S(=O)(c1ccc(Br)s1)N1CCc2ccccc2C1	-3%	7
COc1ccc(-n2nc3cc(C)c(NC(=O)c4cccnc4)cc3n2)cc1	?	/
Cc1ccc(-c2csc(NC(=S)NC(=O)c3cccs3)n2)cc1	?	/
O=C(NCC1CCCO1)C1CCN(C2CCN(C3CCCCCC3)CC2)CC1 (centres undefined)	i	5
CC(=O)c1ccc(OCCCC(=O)Nc2cccc(S(=O)(=O)N(C)C)c2)cc1	3%	1
COc1ccc(C(CNC(=O)c2oc3c(Cl)cccc3c2C)N2CCCC2)cc1 (centres undefined)	?	/
CCOc1nc(NC(=O)NS(=O)(=O)c2ccccc2F)nc(-c2ccccc2)n1	0%	24
Cc1c(Cc2ccccc2)c(=O)oc2c(C)c(OCC(=O)NCc3ccccn3)ccc12	?	/
O=C(NCCc1ccco1)C(=O)NCCC1CCCCN1S(=O)(=O)c1ccccc1 (centres undefined)	?	/
Cc1ccc(N(CC(=O)Nc2c(C)n(C)n(-c3ccccc3)c2=O)S(C)(=O)=O)cc1C	-1%	19
CCO[C@H]1OC(C(=O)N2CCN(C)CC2)=C[C@@H](c2csc3ccccc23)[C@@H]1CCCO	-14%	-12
COc1cccc2cc(C(=O)Nc3ccccc3C)/c(=N/NS(=O)(=O)c3ccccc3)oc12	i	-1
CCCCN(C(=O)CCC(=O)Nc1cc(C)on1)C(C(=O)NC1CCCC1)c1ccc(F)cc1 (centres undefined)	i	-4

Screening data as filed in PubChem.
